MITF inh: blocks human microphthalmia-associated transcription factor. O75030. AlphaScreen MITF homodimerization, bead proximity signal. inhibition, % at 2.6 µM. 650,000 tested, 0.91% active. AID 1259374; in the data active means inhibition above about 50%;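 further: 0% = vehicle wells with protein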
GPR151 activ: human GPR151 activation; Q8TDV0; PathHunter beta-arrestin GPR151 cells, luminescence; activation, % at 11.2 µM; 650,000 tested, 1% active; AID 1508602; in the data active means activation above about 4.9%;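 further: 0% = median of compound wells and 100% = cells with positive control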
FBW7 act: activators of human E3 ligase FBW7; normalized activity (activation), % at 26.1 µM; Q969H0; AlphaScreen FBW7–phospho-cyclin E peptide binding, activator screen; 650,000 tested, 0.13% active; in the data active means normalized activity above about 1.9%;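 further: purified mutant Fbw7 with reduced substrate affinity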
Target sequence (Q969H0 whole entry, looked up): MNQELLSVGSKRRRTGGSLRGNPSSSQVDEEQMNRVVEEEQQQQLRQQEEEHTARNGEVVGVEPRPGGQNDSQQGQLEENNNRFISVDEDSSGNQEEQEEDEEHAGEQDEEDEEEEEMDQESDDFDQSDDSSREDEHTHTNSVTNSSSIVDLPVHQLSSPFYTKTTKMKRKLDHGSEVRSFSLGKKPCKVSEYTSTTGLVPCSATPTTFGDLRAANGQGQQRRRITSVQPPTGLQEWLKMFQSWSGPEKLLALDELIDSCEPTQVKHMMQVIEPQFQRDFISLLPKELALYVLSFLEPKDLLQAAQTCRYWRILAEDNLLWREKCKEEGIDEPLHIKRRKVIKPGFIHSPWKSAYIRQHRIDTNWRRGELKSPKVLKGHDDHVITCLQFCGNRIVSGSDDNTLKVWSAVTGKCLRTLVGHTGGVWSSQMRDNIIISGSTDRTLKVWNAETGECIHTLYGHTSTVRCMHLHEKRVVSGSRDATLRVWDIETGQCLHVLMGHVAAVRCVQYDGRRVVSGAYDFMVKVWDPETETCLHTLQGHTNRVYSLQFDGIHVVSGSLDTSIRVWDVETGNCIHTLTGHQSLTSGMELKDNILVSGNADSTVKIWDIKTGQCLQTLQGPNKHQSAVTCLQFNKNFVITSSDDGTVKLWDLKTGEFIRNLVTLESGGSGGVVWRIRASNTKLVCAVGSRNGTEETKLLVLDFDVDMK
TEAD-YAP block: TEAD-YAP interaction inhibition | HEK-TIYL cells, TEAD-Gal4/YAP UAS-luciferase luminescence | inhibition, % at 9.12 µM | 640,000 tested, 1.4% active; in the data active means inhibition above about 32%;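 further: 0% = median of test compound wells and 100% = reference inhibitor wells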
Numbers without * were called inactive.

For O=C(O)COc1ccc(NC(=O)CCc2ccccc2)cc1 the results were MITF inh -8, GPR151 activ 1.6, FBW7 act 0.0 and TEAD-YAP block -5.
For Cn1c(Nc2cccc(C(=O)NCc3cccc(C(F)(F)F)c3)n2)nc2ccccc21 the results were MITF inh 1, GPR151 activ 3.5, FBW7 act -0.2 and TEAD-YAP block -1.
O=C(NCCC1=CCCCC1)c1ccc[nH]c1=S was read as MITF inh 9, GPR151 activ -0.4, FBW7 act 0.0 and TEAD-YAP block -5.
For O=C(/C=C/c1ccccc1)Nc1ccc(C(=O)N2CCCCC2)cc1 the results were MITF inh 13, GPR151 activ -0.8, FBW7 act 0.1 and TEAD-YAP block -2.
NC1=NC(=O)S/C1=C\c1ccccc1O was read as MITF inh 0, GPR151 activ -2.2, FBW7 act -0.1 and TEAD-YAP block 2.
`CC(C)c1ccc(CN2CCN3CCCC3C2C)cc1` (stereo not given) gave MITF inh -7, GPR151 activ -1.1, FBW7 act -0.1 and TEAD-YAP block -12.
Screening COc1ccc2c(c1)CC(c1nc3cc(-c4cn[nH]c4C)ccc3c(=O)[nH]1)CO2 (stereo not given) returned MITF inh 10, GPR151 activ 1.4, FBW7 act 0.2 and TEAD-YAP block 40*.
For O=C(NCc1cccnc1)c1ccc2c(=O)n(CC3CCCO3)c(=S)[nH]c2c1 (stereo not given) the results were MITF inh 1, GPR151 activ 1.1, FBW7 act -0.1 and TEAD-YAP block -4.
Screening COc1ccccc1NC(=O)Nc1ccc2c(c1)CCCN2C(=O)C(C)C returned MITF inh 0, GPR151 activ -0.8, FBW7 act -0.2 and TEAD-YAP block -41.
For O=C(Cc1cn(-c2ccc(NCCCN3CCCC3=O)nn2)c2ccccc12)NCc1cccc(C(F)(F)F)c1 the results were MITF inh 17, GPR151 activ -0.8, FBW7 act -0.1 and TEAD-YAP block -18.
`CN(C)C(=O)NCCc1ccc(F)cc1` gave MITF inh 15, GPR151 activ -1.1, FBW7 act 0.5 and TEAD-YAP block -6.
Screening CCCNc1nc2ccccn2c(=O)c1/C=C1\SC(=S)N(CC)C1=O returned MITF inh 0, GPR151 activ -0.7, FBW7 act 0.0 and TEAD-YAP block -1.
Screening CCC1=NN2C(=N)/C(=C/c3cc(Br)ccc3OCCOc3ccc(Br)cc3)C(=O)N=C2S1 returned MITF inh 3, GPR151 activ 1.8, FBW7 act 0.2 and TEAD-YAP block -12.
CC(=O)c1ccccc1NC(=O)C1CCC(C(=O)Nc2ccccc2C(C)=O)S1 (stereo not given) was read as MITF inh -3, GPR151 activ 1.5, FBW7 act -0.1 and TEAD-YAP block 1.
Cn1c(Nc2nccc(NCc3nc4ccccc4[nH]3)n2)nc2ccccc21 was read as MITF inh -5, GPR151 activ -3.1, FBW7 act 0.3 and TEAD-YAP block -13.
Screening COC(=O)C1=CN(c2cccc(C(F)(F)F)c2)C=C(C(=O)OC)C1c1ccc(F)cc1 returned MITF inh 12, GPR151 activ 2.5, FBW7 act -0.1 and TEAD-YAP block 4.
For Cc1ccc(N2CC(C(=O)N3CCC(Cc4ccccc4)CC3)CC2=O)cc1 (stereo not given) the results were MITF inh 2, GPR151 activ -1.0, FBW7 act -0.1 and TEAD-YAP block -1.
`O=C(CSc1nc2c(cnn2-c2ccc(F)cc2)c(=O)[nH]1)Nc1ccc2c(c1)OCO2` gave MITF inh 16, GPR151 activ -0.6, FBW7 act 0.2 and TEAD-YAP block 14.
CCc1ccc(C(=O)N2CCN3C(=O)[C@H](CO)NC(=O)[C@H]3C2)cc1 was read as MITF inh -9, GPR151 activ -2.8, FBW7 act 0.2 and TEAD-YAP block 6.
Screening Cc1ccccc1CN1CCN2C(=O)[C@H](Cc3cnc[nH]3)NC(=O)[C@H]2C1 returned MITF inh 12, GPR151 activ -0.2, FBW7 act 0.8 and TEAD-YAP block 4.
O=C(CN1C(=O)CCc2ccccc21)NCc1ccc(F)cc1 was read as MITF inh 5, GPR151 activ 1.4, FBW7 act 0.0 and TEAD-YAP block -5.
`COC(=O)c1ccc(/C=C(\Cl)c2cc(=O)n3cc(Br)ccc3n2)cc1` gave MITF inh -2, GPR151 activ 0.0, FBW7 act -0.1 and TEAD-YAP block 9.
For CN(C)c1ccc(C2Nc3ccc(C(=O)c4ccccc4)cc3NC3=C2C(=O)CC(C)(C)C3)cc1 (stereo not given) the results were MITF inh 7, GPR151 activ -1.2, FBW7 act 0.1 and TEAD-YAP block 9.
Screening Cc1ccc(C2CC(=O)C3=C(C2)OC(N)=C(C#N)C32C(=O)Nc3ccccc32)cc1 (stereo not given) returned MITF inh 13, GPR151 activ -1.0, FBW7 act 0.0 and TEAD-YAP block 6.
For CCOCCSc1nnc(CNC(=O)c2ccccc2)o1 the results were MITF inh 5, GPR151 activ -0.5, FBW7 act -0.1 and TEAD-YAP block -2.
Screening CN1C(=O)/C(=N/OC(=O)c2ccc(Cl)cc2Cl)c2ccccc21 returned MITF inh -9, GPR151 activ 0.8, FBW7 act -0.1 and TEAD-YAP block 6.
`NS(=O)(=O)c1ccc(CCNC(=O)CCCn2c(SCc3cccc([N+](=O)[O-])c3)nc3ccsc3c2=O)cc1` gave MITF inh -3, GPR151 activ 0.2, FBW7 act 0.1 and TEAD-YAP block 18.
For CSC1=C(C#N)C(c2ccncc2)C(C(=O)Nc2ccccc2)=C(C)N1 (stereo not given) the results were MITF inh -13, GPR151 activ 1.2, FBW7 act 0.0 and TEAD-YAP block -10.
`Cc1cnc(N2CCCC2CO)nc1N` (stereo not given) gave MITF inh 4, GPR151 activ 0.1, FBW7 act 0.0 and TEAD-YAP block -3.
Screening COc1cccc(-n2c(=S)sc3c(=O)n(-c4ccccc4)c(SCC#N)nc32)c1 returned MITF inh 17, GPR151 activ -0.8, FBW7 act 0.3 and TEAD-YAP block -4.
For C=CCNC(=O)CC1C(=O)NCCN1Cc1c(F)cccc1Cl (stereo not given) the results were MITF inh -8, GPR151 activ -0.4, FBW7 act 0.0 and TEAD-YAP block -1.
`Cc1cc2nc(-c3ccc(NC(=S)NC(=O)c4cncc(Br)c4)cc3)oc2cc1C` gave MITF inh 5, GPR151 activ -0.7, FBW7 act 0.8 and TEAD-YAP block 8.
Screening O=C(NCC1CCN(c2ccc(S(=O)(=O)N3CCOCC3)cc2)CC1)c1cccs1 returned MITF inh -15, GPR151 activ -0.3, FBW7 act -0.1 and TEAD-YAP block -5.
CCOC(=O)c1c(NC(=O)C(C)Sc2nnc(CNC(=O)c3cccs3)n2-c2ccc(OCC)cc2)sc2c1CCCC2 (stereo not given) was read as MITF inh -13, GPR151 activ -1.8, FBW7 act 0.0 and TEAD-YAP block -2.
CN1CCN(CC(=O)Nc2cc(N3CCOCC3)ccc2[N+](=O)[O-])CC1 was read as MITF inh 16, GPR151 activ -0.4, FBW7 act 0.0 and TEAD-YAP block -4.
Cc1cc(C(=O)CCl)c(C)n1-c1ccccc1F was read as MITF inh 8, GPR151 activ -0.2, FBW7 act 0.1 and TEAD-YAP block 7.
For CC1CN(C)C(C)C/C1=N/OC(=O)COc1ccc(Cl)cc1 (stereo not given) the results were MITF inh -4, GPR151 activ 1.7, FBW7 act 0.6 and TEAD-YAP block 6.
`CN(C)C(=O)CSc1nnc(-c2ccc(Br)cc2)n1C` gave MITF inh 0, GPR151 activ 1.1, FBW7 act -0.1 and TEAD-YAP block 1.
`CCCCOc1ccc(-c2nnn(CC(=O)Nc3ccc(OC)cc3[N+](=O)[O-])n2)cc1` gave MITF inh -2, GPR151 activ 0.0, FBW7 act -0.1 and TEAD-YAP block -2.
Screening Nc1cc(=O)[nH]c(SCC(=O)Nc2cccc(Br)c2)n1 returned MITF inh 7, GPR151 activ 0.1, FBW7 act 0.0 and TEAD-YAP block -1.
`CCC(Sc1nc2n[nH]c(C)c2c(=N)n1-c1ccc(Oc2ccccc2)cc1)C(=O)NCCOC` (stereo not given) gave MITF inh 2, GPR151 activ -1.3, FBW7 act 0.2 and TEAD-YAP block 5.
For CCOC(=O)c1[nH]c(C)c(/C(C)=N\Nc2ccc([N+](=O)[O-])cc2[N+](=O)[O-])c1C the results were MITF inh -1, GPR151 activ -0.2, FBW7 act -0.1 and TEAD-YAP block -4.
Cc1cccn2c(=O)c(/C=N/NC(N)=S)c(Sc3nc4ccccc4s3)nc12 was read as MITF inh 32, GPR151 activ 0.5, FBW7 act 0.8 and TEAD-YAP block -8.
O=C(Cn1cnc2c(nnn2Cc2ccccc2F)c1=O)NCC1CCCO1 (stereo not given) was read as MITF inh -6, GPR151 activ 0.1, FBW7 act 0.3 and TEAD-YAP block 2.
Screening CC(C)NC(=O)NC(=O)CSc1ccccc1 returned MITF inh 1, GPR151 activ 1.6, FBW7 act 0.0 and TEAD-YAP block -15.
Screening CC1(C)CC(=O)C=C(C(=O)N2CCc3nnc(CCNC(=O)C4CCCCC4)n3CC2)O1 returned MITF inh -9, GPR151 activ -0.5, FBW7 act -0.1 and TEAD-YAP block -5.
For O=C(NCc1nc2ccccc2[nH]1)c1ccnc(Nc2ccc(N3CCOCC3)cc2)c1 the results were MITF inh -1, GPR151 activ -1.1, FBW7 act -0.1 and TEAD-YAP block -13.
Screening Cc1nc(SCC(=O)c2ccc3c(c2)OCCO3)c2c3c(sc2n1)CCCC3 returned MITF inh 0, GPR151 activ -0.9, FBW7 act 0.1 and TEAD-YAP block 6.
For COc1ccc2oc(=O)c(C(=O)OC3CCN(C)CC3)cc2c1 the results were MITF inh 11, GPR151 activ -0.2, FBW7 act 0.2 and TEAD-YAP block -4.
Screening Cc1ccc(S(=O)(=O)NCc2ccc3[nH]c4c(c3c2)CCCC4)cc1 returned MITF inh -4, GPR151 activ 1.0, FBW7 act -0.4 and TEAD-YAP block -2.
`COc1cccc(Nc2nnc(SCC(=O)NNC(=O)/C=C/c3ccco3)s2)c1` gave MITF inh 7, GPR151 activ -0.8, FBW7 act 0.1 and TEAD-YAP block 7.
For CCn1c(=N)c(C(=O)N2CCOCC2)cc2c(=O)n3cccc(C)c3nc21 the results were MITF inh -1, GPR151 activ -0.4, FBW7 act 0.3 and TEAD-YAP block 7.
Cc1cc(C2C(C#N)=C(N)N(c3cc([N+](=O)[O-])ccc3C)C3=C2C(=O)CCC3)c(C)s1 (stereo not given) was read as MITF inh 1, GPR151 activ 1.0, FBW7 act 0.0 and TEAD-YAP block -12.
For Cc1ccccc1OCCC(=O)NNC(=O)CC12CC3CC(CC(C3)C1)C2 the results were MITF inh -15, GPR151 activ -0.3, FBW7 act 0.0 and TEAD-YAP block -4.
For CCCCC[C@H](O)/C=C/[C@H]1OC(O)C[C@H](O)[C@@H]1CCCCC(=O)O (stereo not given in full) the results were MITF inh 4 and GPR151 activ -0.6.
For Cc1ccc(C(=O)N2Cc3ccccc3CC2(C)C)cc1 the results were MITF inh 1, GPR151 activ 0.4, FBW7 act 0.2 and TEAD-YAP block -9.
`COc1ccc(N=C2NC(=O)/C(=C\c3ccc(C(C)C)cc3)S2)cc1` gave MITF inh 7, GPR151 activ -0.2, FBW7 act 0.0 and TEAD-YAP block -3.
For CC(=O)NC1=C(NCCc2c[nH]c3ccccc23)C(=O)c2ccccc2C1=O the results were MITF inh 8, GPR151 activ -0.6, FBW7 act 0.1 and TEAD-YAP block 21.
C=CC[C@@H]1CC=C[C@@H](C)N1C(=O)CCC1(Cc2cccs2)CCC(=O)N1 (stereo not given in full) was read as MITF inh -4, GPR151 activ 3.9, FBW7 act -0.1 and TEAD-YAP block -10.
COc1cccc(COC(=O)Nc2c(F)cc(-c3cn[nH]c3)cc2N(C)C)c1 was read as MITF inh 1, GPR151 activ -0.9, FBW7 act 0.0 and TEAD-YAP block -6.

By substructure, the compounds so far containing fluorine
For Cn1c(Nc2cccc(C(=O)NCc3cccc(C(F)(F)F)c3)n2)nc2ccccc21 the results were MITF inh 1, GPR151 activ 3.5, FBW7 act -0.2 and TEAD-YAP block -1.
For O=C(Cc1cn(-c2ccc(NCCCN3CCCC3=O)nn2)c2ccccc12)NCc1cccc(C(F)(F)F)c1 the results were MITF inh 17, GPR151 activ -0.8, FBW7 act -0.1 and TEAD-YAP block -18.
`CN(C)C(=O)NCCc1ccc(F)cc1` gave MITF inh 15, GPR151 activ -1.1, FBW7 act 0.5 and TEAD-YAP block -6.
Screening COC(=O)C1=CN(c2cccc(C(F)(F)F)c2)C=C(C(=O)OC)C1c1ccc(F)cc1 returned MITF inh 12, GPR151 activ 2.5, FBW7 act -0.1 and TEAD-YAP block 4.
`O=C(CSc1nc2c(cnn2-c2ccc(F)cc2)c(=O)[nH]1)Nc1ccc2c(c1)OCO2` gave MITF inh 16, GPR151 activ -0.6, FBW7 act 0.2 and TEAD-YAP block 14.
O=C(CN1C(=O)CCc2ccccc21)NCc1ccc(F)cc1 was read as MITF inh 5, GPR151 activ 1.4, FBW7 act 0.0 and TEAD-YAP block -5.
For C=CCNC(=O)CC1C(=O)NCCN1Cc1c(F)cccc1Cl (stereo not given) the results were MITF inh -8, GPR151 activ -0.4, FBW7 act 0.0 and TEAD-YAP block -1.
Cc1cc(C(=O)CCl)c(C)n1-c1ccccc1F was read as MITF inh 8, GPR151 activ -0.2, FBW7 act 0.1 and TEAD-YAP block 7.
O=C(Cn1cnc2c(nnn2Cc2ccccc2F)c1=O)NCC1CCCO1 (stereo not given) was read as MITF inh -6, GPR151 activ 0.1, FBW7 act 0.3 and TEAD-YAP block 2.
COc1cccc(COC(=O)Nc2c(F)cc(-c3cn[nH]c3)cc2N(C)C)c1 was read as MITF inh 1, GPR151 activ -0.9, FBW7 act 0.0 and TEAD-YAP block -6.

Not a hit list; about 3.4% have a hit in one of these screens.
